Assay outcomes: PubChem, National Center for Advancing Translational Sciences (NCATS)
SW480 rerep: A quantitative high throughput screen for small molecules that induce DNA re-replication in SW480 colon adenocarcinoma cells; SW480 DNA re-replication, Hoechst DNA content imaging, 48 h; Potency, µM (top dose mostly 46.1 µM), inactives show at the top dose re-replication activation, actives largely listed as activators; 340,000 compounds, 1.8% hits; also: potency is read from the fitted curve at half-maximal effect; % of control where 0% means no effect; nearly all actives have a fitted effect of over 55% in size
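Readout is total intensity of Hoechst-stained nuclei, excited at 405 nm and collected at 500-530 nm. Compound treatment lasted 48 hr at 37 C in 5% CO2 before staining.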
IL-1B inflam inh: qHTS for Inhibitors of Inflammasome Signaling: IL-1-beta AlphaLISA Primary Screen | activity change, % at 57.5 µM | THP-1 LPS/ATP IL-1B secretion, AlphaLISA, 16 h; stronger effect = lower value | 360,000 compounds, 4.7% hits | AID 743279, 2014; in the data active = activity change below about -50%; inconclusive = mostly about -30% to -49%; also: % is scaled to controls: 0 for no effect and ±100 for the full control effect
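Secreted IL-1B measured by AlphaLISA bead assay after 16 h compound exposure of THP-1 cells; compounds (final up to 57.5 uM) added 1 h before LPS (250 ng/mL) and ATP (1.25 mM) stimulation; lower signal means less secretion.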
WRN helicase inh: qHTS for Inhibitors of WRN Helicase; Bifunctional 3'-5' exonuclease/ATP-dependent helicase WRN (Homo sapiens), Q14191; WRN helicase unwinding, fluorescent forked duplex, kinetic; Potency, µM (titrated, usually from 114 µM), for the others: top-dose activity change, negative = inhibition, usual class: inhibitors; 360,000 compounds, 0.46% hits; AID 651768, 2012; also: potency is read from the fitted curve at half-maximal effect; % is scaled to controls: 0 for no effect and ±100 for the full control effect; nearly all actives have a fitted effect of over 55% in size
Target sequence (Q14191 whole entry, looked up): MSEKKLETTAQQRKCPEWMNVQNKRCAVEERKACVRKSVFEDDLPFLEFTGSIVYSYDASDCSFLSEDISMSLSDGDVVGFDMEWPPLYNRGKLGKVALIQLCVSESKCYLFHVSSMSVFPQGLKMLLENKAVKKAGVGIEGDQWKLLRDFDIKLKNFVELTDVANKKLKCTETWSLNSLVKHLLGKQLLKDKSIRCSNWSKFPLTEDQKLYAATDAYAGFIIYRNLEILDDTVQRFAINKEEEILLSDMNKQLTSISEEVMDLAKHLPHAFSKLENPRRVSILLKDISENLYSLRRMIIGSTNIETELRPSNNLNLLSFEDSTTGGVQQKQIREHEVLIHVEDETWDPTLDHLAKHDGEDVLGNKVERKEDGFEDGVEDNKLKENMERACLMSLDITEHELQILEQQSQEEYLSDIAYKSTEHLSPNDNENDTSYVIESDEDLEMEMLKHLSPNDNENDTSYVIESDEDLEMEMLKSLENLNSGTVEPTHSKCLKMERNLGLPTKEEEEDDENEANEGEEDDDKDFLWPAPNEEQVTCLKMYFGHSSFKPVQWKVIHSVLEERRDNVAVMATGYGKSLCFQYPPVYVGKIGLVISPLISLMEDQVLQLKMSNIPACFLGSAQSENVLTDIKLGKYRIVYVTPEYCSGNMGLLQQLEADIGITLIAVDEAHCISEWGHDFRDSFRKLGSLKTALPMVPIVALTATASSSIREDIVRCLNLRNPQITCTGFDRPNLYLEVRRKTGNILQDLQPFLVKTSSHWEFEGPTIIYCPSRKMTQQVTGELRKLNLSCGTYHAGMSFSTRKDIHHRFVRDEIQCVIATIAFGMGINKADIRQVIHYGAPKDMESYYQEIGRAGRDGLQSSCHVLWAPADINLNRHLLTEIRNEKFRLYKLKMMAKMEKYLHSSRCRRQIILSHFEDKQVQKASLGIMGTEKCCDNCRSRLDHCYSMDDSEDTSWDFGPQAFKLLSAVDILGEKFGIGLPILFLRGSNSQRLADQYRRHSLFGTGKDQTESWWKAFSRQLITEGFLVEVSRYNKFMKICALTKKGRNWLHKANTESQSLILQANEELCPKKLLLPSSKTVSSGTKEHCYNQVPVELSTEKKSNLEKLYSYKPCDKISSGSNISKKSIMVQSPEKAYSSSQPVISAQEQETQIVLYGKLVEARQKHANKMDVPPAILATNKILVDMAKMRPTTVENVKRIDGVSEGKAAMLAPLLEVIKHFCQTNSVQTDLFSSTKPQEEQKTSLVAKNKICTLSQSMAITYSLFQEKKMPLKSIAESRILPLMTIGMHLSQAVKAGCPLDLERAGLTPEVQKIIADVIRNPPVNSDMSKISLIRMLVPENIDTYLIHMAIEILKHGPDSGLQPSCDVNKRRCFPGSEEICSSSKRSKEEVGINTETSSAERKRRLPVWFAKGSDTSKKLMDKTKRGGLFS
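WRN at 20 nM final was preincubated with compound for 15 min at room temperature; reaction started with 100 nM forked duplex oligonucleotide carrying fluorophore and quencher plus 2 mM ATP (final). Unwinding followed kinetically by red fluorescence (ex 525/em 598 nm).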
HT1080 IDH1KD tx: qHTS for induction of synthetic lethality in tumor cells producing 2HG: qHTS for the HT-1080-IDH1KD cell line | 360,000 compounds, 2% hits | HT-1080 IDH1 knockdown viability, ATP luminescence, 48 h | Potency, µM (doses to about 46.1 µM), without a hit: top-dose activity, negative = toxicity, actives largely listed as cytotoxic | AID 686971, 2013;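 also: potency is read from the fitted curve at half-maximal effect; 0% = DMSO wells and -100% = cell-free medium wells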
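After a 2 h attachment period, IDH1KD HT-1080 cells took pin-transferred compound for 48 h at 37 °C; ATP-based luminescence after 10 min room-temperature reagent incubation reported viability.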
HT1080NT lethal: qHTS for induction of synthetic lethality in tumor cells producing 2HG: qHTS for the HT-1080-NT fibrosarcoma cell line. HT-1080-NT fibrosarcoma viability, CellTiter-Glo ATP luminescence, 48 h. Potency, µM (doses to about 46.1 µM), for the others: at the top dose activity, negative = less viability, usual class: cytotoxic. 360,000 compounds, 1.6% hits. AID 686970, 2013;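 also: NT is the 2HG producing partner of a matched IDH1 knockdown line; potency is read from the fitted curve at half-maximal effect; 0% = DMSO-treated cells and -100% = media-only wells without cells; nearly all actives have a fitted effect of over 55% in size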
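Compounds were tested in concentration-response format on HT-1080-NT cells for 48 hours at 37 degrees C. Cell viability came from CellTiter-Glo luminescence; curves were classified by r2, response magnitude and activity.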
KB-3-1 tox: qHTS assay for MDR1-selective chemotherapeutics: Primary screen using the parental adenocarcinoma cell KB-3-1; Potency, µM (highest dose often 46.1 µM), without a hit: at the top dose activity change, negative = cytotoxic, most hits filed as cytotoxic; AID 1347075, 2019; KB-3-1 viability, CellTiter-Glo ATP luminescence, 72 h; 400,000 compounds, 1.4% hits; also: potency is read from the fitted curve at half-maximal effect; % is scaled to controls: 0 for no effect and ±100 for the full control effect; nearly all actives have a fitted effect of over 60% in size
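KB-3-1 cells, DMEM (no phenol red) + 10% FBS; compound by pin transfer, 72 h, 37 °C. Readout: CellTiter-Glo luminescence after 10 min. Data normalized, curve-fitted.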
MCF10A rereplic: A quantitative high throughput screen for small molecules that induce DNA re-replication in MCF 10a normal breast cells; 350,000 compounds, 2.9% hits; Potency, µM (highest dose often 46.1 µM), for the others: at the top dose activity, positive = re-replication, hits mostly activators; MCF 10A DNA re-replication, Hoechst nuclear intensity, 48 h; also: potency is read from the fitted curve at half-maximal effect; % of control where 0% means no effect; nearly all actives have a fitted effect of over 50% in size
KB-V1 MDR tox: qHTS assay for MDR1-selective chemotherapeutics: Primary screen using the drug-selected MDR subline cells KB-V1; KB-V1 MDR cells viability, CellTiter-Glo, 72 h; 400,000 compounds, 3.4% hits; Potency, µM (top dose mostly 46.1 µM), inactives show at the highest dose activity change, negative = cytotoxicity, hits mostly cytotoxic; also: potency is read from the fitted curve at half-maximal effect; % is scaled to controls: 0 for no effect and ±100 for the full control effect; nearly all actives have a fitted effect of over 60% in size
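KB-V1, DMEM (no phenol red) + 10% FBS; cpd pin-transferred, titration series; 72 h, 37 degrees C; CellTiter-Glo, luminescence. Data normalized, curve-fit.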
ATXN2 expr inh: Primary qHTS for Inhibitors of ATXN expression; HEK-293 ATXN2-luciferase reporter, luminescence, 24 h; Potency, µM (doses to about 57 µM), without a hit: at the top dose activity change, negative = inhibition, hits mostly inhibitors; 360,000 compounds, 0.72% hits; AID 1745845, 2022; also: potency is read from the fitted curve at half-maximal effect; % is scaled to controls: 0 for no effect and ±100 for the full control effect; nearly all actives have a fitted effect of over 55% in size
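ATXN2-luciferase reporter cells (luciferase flanked by upstream and downstream ATXN2 gene portions) were treated 24 h at 37 °C with compounds at up to 57 uM. SteadyGlo luminescence gave expression; GF-AFC fluorescence gave viability.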
* = called active by the depositor; i = inactive; u = inconclusive; x = no result given; & = joins results of further samples; [ ] = another dose, or the depositor's remark. Unless noted, calls follow the shape of the dose curve; as a rule, active = well fitted curve in the direction sought with a large enough effect; inconclusive = small, poorly fitted or top-dose-only effect, or another doubt; inactive = no such curve, though single readings can be large; an effect the other way counts as inactive or inconclusive.

SMILES	SW480 rerep	IL-1B inflam inh	WRN helicase inh	HT1080 IDH1KD tx	HT1080NT lethal	KB-3-1 tox	MCF10A rereplic	KB-V1 MDR tox	ATXN2 expr inh
CCOC(=O)c1c(C)[nH]c(C(=O)NNC(=O)c2ccc(Br)cc2)c1C	-5.4%	-2.9	-5.2%	-1.9%	13.7%	0.5%	1.9%	-11.8%	x
O=[N+]([O-])c1cc(C(F)(F)F)ccc1Sc1ccccn1	0.0%	14.1	-5.7%	-1.9%	9.9%	-2.2%	5.7%	16.5%	-7.1%
Cc1cccc(/C(N)=N/OC(=O)c2ccc3c(c2)OCO3)c1	-6.9%	0.9	-0.1%	1.1%	-27.8%	12.4%	-6.7%	u	102.5%[activator]
O=C1Nc2ccccc2C12OCCCO2	-0.9%	4.0	4.5%	1.3%[9.24 µM]	5.8%	15.2%	-1.6%	7.4%	7.8%
O=c1[nH]c(C(F)(F)F)nc2c1nnn2Cc1ccccc1F	-1.9%	1.3	1.7%	0.9%	7.7%	-2.9%	1.9%	11.0%	7.8%
COCCNc1ncnc2c1cnn2-c1ccc(Cl)cc1	-4.0%	-0.7	-0.1%	9.5%	1.6%	13.9%	0.6%	-23.6%	47.3%[activator]
O=C(CCSc1ccccc1)Nc1ncccn1	23.0%	18.2	-10.8%	11.5%	1.7%	15.1%	20.6µM*	2.1%	14.2%
CCN(CC)c1ccc(/C=N/N=C(N)N)c(O)c1	16.4µM*	0.0	-9.0%	1.64µM*	1.03µM*	u	4.11µM*	u	-2.6%
COc1ccc(OC)c(-n2nnnc2SCC(=O)Nc2nc(C)c(C)s2)c1	-1.0%	17.5	0.5%	-18.7%	u	-1.6%	-0.4%	-17.4%	-12.2%
O=C1CC(c2ccccc2)NC(=O)N1 (stereo not given)	-1.2%	25.5	-2.8%	13.8%	13.0%	2.2%	-2.3%	9.0%	6.2%
CCOC(=O)c1ccc(NC(C)=O)c([N+](=O)[O-])c1	-64.9%[inhibitor]	19.1	0.5%	18.4%	15.9%	6.7%	2.2%	1.5%	5.5%
O=C(c1cc(Cl)ccc1[N+](=O)[O-])n1cnc2ccccc21	3.6%	17.0	-35.2%[57.1 µM]	1.4%	12.3%	6.9%	12.0%	u	-6.5%

3 entries from above, ordered by the value under IL-1B inflam inh, low to high:
SMILES,IL-1B inflam inh
Cc1cccc(/C(N)=N/OC(=O)c2ccc3c(c2)OCO3)c1,0.9
O=C1Nc2ccccc2C12OCCCO2,4.0
O=C(c1cc(Cl)ccc1[N+](=O)[O-])n1cnc2ccccc21,17.0

(further entries)
SMILES	SW480 rerep	IL-1B inflam inh	WRN helicase inh	HT1080 IDH1KD tx	HT1080NT lethal	KB-3-1 tox	MCF10A rereplic	KB-V1 MDR tox	ATXN2 expr inh
CCOc1cc2[nH]c(=O)n(CCCCC(=O)NCc3ccco3)c(=O)c2cc1OCC	-2.7%	10.4	4.4%	1.0%	10.6%	6.8%	26.5%	-13.2%	-5.7%
CCN(CC)CCP(=O)(c1ccccc1)c1ccccc1	u	7.1	-5.5%[57.1 µM]	2.1%[9.24 µM]	7.3%	1.2%	9.2µM*	0.1%	4.1%
O=C(NCCc1ccccc1)[C@@H]1CC=C[C@@H]2CCN(Cc3ccccc3)C(=O)[C@@H]21	u	3.5	7.2%	0.9%	0.4%	4.3%&8.7%	27.8%	u	7.6%
CCC(=O)Oc1cccc(C(=O)Nc2ccc(-c3nnc(-c4ccco4)o3)cc2)c1	1.1%	-14.2	-17.5%	-25.8%	-16.4%	1.4%	15.9%	u	0.5%
COCCNC(=O)CN1C(=O)COc2ccc(Cl)cc21	-6.3%	-7.4	-3.5%	15.3%	5.6%	8.2%	-9.8%	u	3.0%
COc1ccc(Cl)cc1N(C(=O)c1ccco1)C(C(=O)NC1CCCC1)c1ccncc1 (stereo not given)	-6.6%	-13.4	2.2%	16.1%	u	-9.5%	-3.2%	-32.8%	-4.9%
O=C(CN1CCN(c2nc(-c3ccc(Cl)cc3)cs2)CC1)NCc1ccco1	11.0%	-8.5	-13.6%	-2.3%	-21.0%	1.5%	9.2µM*	8.1%	-17.5%
CC(C)[C@H]1COCCS(=O)(=O)N1Cc1ccc(Cl)cc1	-2.6%	-4.4	-16.6%	-2.0%	-3.9%	-4.5%&-10.5%	37.5%	u	-17.7%
COc1ccc(C2c3c(ncn(CCCO)c3=N)Oc3ccc4ccccc4c32)cc1OC (stereo not given)	u	-100.0*	28.1%	23.1µM*	u	u	u	-1.4%	u
CCOC(=O)c1[nH]c2ccc(OC)cc2c1NC(=S)N1CCN(C(=O)OCC)CC1	4.8%	0.0	4.2%	-1.8%	-0.4%	-3.5%	2.7%	1.0%	x
Cc1ccc(C2(C)NC(=O)N(CC(=O)N3CCN(S(=O)(=O)c4cccc(F)c4)CC3)C2=O)cc1 (stereo not given)	u	i	-21.9%	23.1%	7.6%	-10.1%	15.3%	0.3%	5.7%
O=C(C1=C[C@@H](C2CCCCC2)C[C@@H](OCc2ccc(CO)cc2)O1)N1CCN(Cc2ccccc2)CC1	-25.5%	-59.0*	-7.0%	u	u	u	u	u	u
CC(=O)Nc1ccc(C(=O)NNC(=O)C2CC2)cc1	-2.9%	28.9	-1.6%	16.4%	0.0%	12.8%	0.8%	17.8%	4.7%
Nc1ccc(-n2nnnc2-c2ccco2)cc1	-9.0%	22.1	7.0%	-1.2%	7.7%	-3.8%	4.3%	-0.1%	4.1%
O=C(NNC(=O)c1ccc2ccccc2c1)c1ccc(Cl)c(Cl)c1	2.1%	-2.8	-6.8%	1.8%	1.6%	0.2%	4.8%	7.0%	-8.8%
Cc1ccc(C)c(N2CCN(c3ccc([N+](=O)[O-])cn3)CC2)c1	-1.8%	-9.2	-5.0%	10.8%	9.5%	u	5.2%	15.5%	-5.4%
O=C(NCc1ccccc1)c1nc(-c2c(F)cccc2F)oc1-c1ccccc1	x	4.8	1.8%	-15.1%	-17.4%	6.4%	x	u	x
CCOC(=O)c1c(NC(=O)CN2C(=O)C(=O)N(C(C)C)C2=O)sc(C)c1CC	-2.3%	11.5	-0.9%	0.3%	-0.3%	-30.6%	-1.2%	-14.7%	x
O=C(CCCCCN1C(=O)c2ccccc2C1=O)NCCc1nc2ccccc2[nH]1	2.0%	2.7	-18.1%	-2.2%	-6.0%	-3.4%	-1.4%	-0.6%	10.6%
COC/C=C/C1=CC2=CC(=O)C(C)(OC(=O)c3cnc4ccccc4n3)C(=O)C2=CN1CCN1CCOCC1 (stereo not given)	-2.2%	2.1	-6.9%	-2.4%	-1.8%	-5.5%	-5.5%	-16.8%	8.3%
CCn1cc(S(=O)(=O)c2ccc(Cl)cc2)c(=O)c2cc(OC)ccc21	-6.7%	-9.2	1.0%	0.1%	24.5%	14.3%	4.5%	14.6µM*	-3.1%
CCOc1ccc(CNC(=O)CCCN2C(=O)C(c3ccccc3)Oc3cccnc32)cc1 (stereo not given)	-3.8%	0.0	3.5%	3.2%	2.3%	-8.0%	8.3%	u	-7.1%
CC1(C(=O)NC2CCCC2)CCC(=O)N1CCCn1ccnc1 (stereo not given)	x	30.9	1.6%	19.1%	9.8%	0.1%	x	14.7%	10.4%
COc1ccccc1C(=O)NC(=S)NC12CC3CC(CC(C3)C1)C2	-26.4%	i	-9.8%	-2.8%	-16.2%	-3.7%	14.3%	-5.1%	-1.6%
CC(C)N1CCC1(C)C(=O)Nc1cc(-c2ccccc2)nn1C (stereo not given)	x	16.0	2.2%[57.1 µM]	23.7%	23.6%	11.4%	x	-6.3%	11.8%
Cc1ccc2[nH]c3nc(N/N=C/c4cccc(O)c4)nnc3c2c1	23.0%	20.6	-34.6%	u	-28.6%	-6.7%	u	0.0%	-1.9%
COc1ccc(S(=O)(=O)N(CCC(=O)O)Cc2ccccc2)cc1	-8.0%	30.8	1.0%	5.1%	0.6%	8.4%	-3.3%	8.0%	-4.2%
O=C(Nc1cccc(Cl)c1)C1CCCCC1	-6.2%	-10.1	1.3%	-2.8%	0.7%	5.0%	-3.7%	10.2%	0.8%
Cc1nc2ccccc2nc(C)c1=NOCc1cccc(F)c1	14.7%	-26.2	-11.5%	-8.0%	-3.9%	1.0%	u	-24.1%	27.0%
CCOc1cccc2cc(C(N)=O)c(=N)oc12	u	-0.2	1.9%	7.3%	8.3%	-2.0%	-11.1%	-3.3%	28.1%
COc1cccc(CN(CC(=O)NC2CCCCC2)C(=O)c2csnn2)c1	-22.5%	6.6	-0.2%	19.6%	-2.9%	39.6%	-11.1%	-11.7%	1.6%
C=CCCC(=O)N1CCC(CCC(=O)NC2CC2)CC1	-1.2%	-0.2	-0.9%[57.1 µM]	5.1%	2.9%	0.0%	1.6%	10.6%	-6.5%
C=CCn1c(SCc2ccc3nonc3c2)nnc1-c1cccs1	4.4%	u	-12.0%	-9.7%	-3.1%	-2.0%	6.9%	0.0%	-3.1%
CCOC(=O)N1CCC(NC(=O)CC2C(=O)NCCN2Cc2ccccc2)CC1 (stereo not given)	-2.2%	5.2	-23.1%	0.4%	0.0%	x	-9.5%	x	-5.9%
O=C(c1ccco1)N1CCN(C(=O)C2CCCN(S(=O)(=O)c3cccc4nsnc34)C2)CC1 (stereo not given)	4.3%	0.0	0.2%	-22.8%	-5.5%	-9.7%	-8.0%	-27.9%	-12.7%
